Compound activity deposited in PubChem by Sanford-Burnham Center for Chemical Genomics.
SIAH1 antagonists = Siah-1 peptide-binding antagonists, primary screen, biochemical, fluorescence polarization, rhodamine-plectin, uHTS (AID 1817); 290,000 compounds, 0.02% hits; Siah-1 / rhodamine-plectin peptide fluorescence polarization; higher % means a stronger effect; displacement, % at 20 µM, or IC50 in µM where a hit was titrated;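 active means displacement of at least 50% at 20 µM, with a fluorescence ratio check between 0.3 and a set limit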;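 further: plate controls were Siah plus tracer with DMSO for no effect and tracer alone without Siah for full effect; strong numbers were not always called active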
NOD1 inhibition = NOD1 signaling inhibitors, primary screen, cell-based, luminescence, uHTS (AID 1578); NOD1-driven NF-kB luciferase reporter cells, luminescence; higher % means a stronger effect; inhibition, % at 4 µM, or EC50 in µM where a hit was titrated; 290,000 compounds, 1% hits; in the data active means inhibition mostly above about 36%, no sharp cut-off; inactive means mostly below about 34%;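 further: HEK-293T reporter cells stimulated with the NOD1 agonist gamma-tri-DAP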
KOR beta-arrestin-1 = KOR antagonists, beta-arrestin recruitment, cell-based, luminescence, uHTS (AID 1778). KOR beta-arrestin recruitment, luminescence, antagonist mode; higher % means a stronger effect. 290,000 compounds, 0.091% hits. inhibition, % at 10 µM; hits with a dose series show IC50 in µM; in the data active means inhibition above about 50%; further: strong numbers were not always called active
AID2073 = disruptors of CaV2.2 binding to Mint1 – biochemical, HTRF (AID 2073); HTRF protein-protein interaction, Mint1-CaV2.2; higher % means a stronger effect; one-dose inhibition, % at 20 µM; IC50 in µM for titrated hits; 290,000 compounds, 0.19% hits; in the data active means inhibition mostly above about 51%, no sharp cut-off; further: some results filed as inactive read as strong as hits
KOR beta-arrestin-2 = kappa opioid receptor activators – cell-based, luminescence, uHTS, primary screen (AID 1777). KOR beta-arrestin recruitment, luminescence; higher % means a stronger effect. 280,000 compounds, 0.02% hits. activation, % at 10 µM; hits with a dose series show EC50 in µM; in the data active means activation above about 50%, passing the limit was not always enough; further: a part of the inactive calls stands beside numbers as strong as those of hits
GPR55 LPI antagonism = inhibition of LPI-stimulated GPR55 beta-arrestin translocation – imaging, U2OS, beta-arrestin-GFP, LPI agonist, primary screen (AID 2013); 290,000 compounds, 0.13% hits; U2OS GPR55 beta-arrestin-GFP translocation imaging, LPI antagonism; higher % means a stronger effect; one-dose inhibition, % at 10 µM; IC50 in µM for titrated hits;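 active means spots per cell inhibited over 60%, with over 100 cells counted and total cytoplasm intensity under 500,000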;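 further: U2OS cells stably carrying GPR55 and arrestin-GFP stimulated by 5 µM LPI near EC80; imaged beta-arrestin-GFP aggregate spots per cell after agonist stimulation; plate controls were LPI-stimulated DMSO wells for no effect and DMSO wells without LPI for full effect; some results filed as inactive read as strong as hits; confirmed hits need IC50 under 10 µM and bright autofluorescent wells are also inconclusive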
HIV peptide binding = inhibitors of HIV fusion peptide binding, primary screen, biochemical, uHTS, fluorescence dequenching (AID 1986) | cell-free peptide binding, fluorescence dequenching, 30 min; higher % means a stronger effect | inhibition, % at 20 µM, or IC50 in µM where a hit was titrated | 290,000 compounds, 0.3% hits; in the data active means inhibition mostly above about 52%, no sharp cut-off; inactive means mostly below about 76%; further: some results filed as inactive read as strong as hits
GPR35 antagonists = inhibition of zaprinast-stimulated GPR35 beta-arrestin translocation – imaging, U2OS, beta-arrestin-GFP, zaprinast agonist, primary screen (AID 2058); 290,000 compounds, 0.052% hits; U2OS GPR35 beta-arrestin-GFP translocation imaging, zaprinast antagonism; higher % means a stronger effect; inhibition, % at 10 µM, or IC50 in µM where a hit was titrated;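 active means inhibition of at least 50% with at least 30 cells and total cytoplasm GFP at most 10,000,000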
GPR55 activation = selective activators of receptor GPR55 – imaging, U2OS cells, beta-arrestin-GFP redistribution, primary screen (AID 1961); U2OS GPR55 beta-arrestin-GFP redistribution imaging; higher % means a stronger effect; one-dose activation, % at 10 µM; EC50 in µM for titrated hits; 290,000 compounds, 0.048% hits;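 active means activation above 40% with more than 50 cells counted in the well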;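 further: U2OS osteosarcoma cells stably expressing GPR55 and beta-arrestin-GFP; plate controls were DMSO negative control for no effect and LPI positive control for full effect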
The depositor's hits bear a star; x = not tested or not shown; [ ] = another dose, or the depositor's remark. A portion of the library; the hit share may differ from the screen's.

SIAH1 antagonists	NOD1 inhibition	KOR beta-arrestin-1	AID2073	KOR beta-arrestin-2	GPR55 LPI antagonism	HIV peptide binding	GPR35 antagonists	GPR55 activation	structure
-0.8%	-27.7%	-15.0%	4.9%	4.7%	-10.8%	-0.6%	-3.8%	0.2%	Cc1cccc(OCC(=O)Nc2ccc3nc(C)sc3c2)c1
6.8%	-7.1%	3.6%	-2.8%	1.0%	3.8%	-2.2%	6.8%	-0.1%	O=C(Nc1ccc(N2CCOCC2)cc1Cl)C1CCN(C(=O)OCc2ccccc2)CC1
0.0%	-27.8%	-20.1%	-3.8%	-0.7%	5.6%	1.8%	13.3%	0.5%	CC1CCN(S(=O)(=O)c2ccc3c(c2)N(CC(=O)NCCN2C(C)CCCC2C)C(=O)CS3)CC1 (configuration not stated)
-3.2%	2.5%	13.3%	4.1%	-2.5%	-9.2%	-1.1%	1.0%	0.2%	Clc1ccc(CSc2nnc(/C=C/c3ccccc3)o2)c(Cl)c1
1.4%	-31.1%	-8.7%	9.8%	-2.0%	-1.3%	0.6%	-1.4%	0.0%	N#Cc1cc2c(nc1SCc1ccc(Cl)cc1)CCCC2
0.8%	-2.3%	-8.4%	-13.7%	-1.1%	7.7%	-0.9%	7.9%	0.3%	O=C(NCc1ccc(C(F)(F)F)cc1)C1CC(c2ccccc2[N+](=O)[O-])=NO1 (configuration not stated)
1.1%	-16.2%	-7.5%	-5.0%	3.6%	8.6%	0.9%	7.9%	0.0%	O=C(COc1ccc(S(=O)(=O)N2CCCC2)cc1Cl)NCc1ccccn1
1.8%	-49.5%	14.7%	-8.2%	-4.9%	-6.5%	-3.1%	-13.4%	-0.2%	O=[N+]([O-])c1nn(-c2ccc3c(c2)OCCO3)n(O)c1=NCCC1=CCCCC1
-1.4%	-19.7%	0.7%	11.4%	3.9%	-11.6%	2.9%	-13.1%	-0.1%	Cc1nnc(SCCC(=O)Nc2nc(-c3ccccc3)ns2)s1
2.3%	2.4%	30.8%	10.5%	7.2%	-9.5%	1.1%	-6.1%	0.1%	Cc1nn(C(=O)C2CC2)c(C)c1Sc1ccc(Cl)cc1
11.2%	-2.2%	-6.9%	18.1%	0.4%	12.8%	-1.0%	-3.4%	0.2%	CC(C)C(=O)Nc1c(-c2ccc(Cl)cc2)c(=O)c2ccccc2n1C
3.9%	-41.4%	-9.4%[20 µM]	-3.9%	-3.2%	-8.2%	-0.9%	-20.9%	-0.1%	CNC(=O)C(=O)N/N=C/c1ccc(Br)cc1
-5.2%	-4.6%	-9.5%	6.4%	-4.0%	6.5%	-1.4%	6.1%	0.0%	COCCNC(=O)C(c1ccc(C)cc1)N(C(=O)CCC(=O)Nc1ccccn1)c1ccc(F)cc1 (configuration not stated)
-0.4%	-30.0%	-25.4%[20 µM]	-3.6%	2.1%	6.1%	1.5%	-2.5%	-0.1%	C=CCOc1ccc(C2NC(=O)c3ccccc3O2)cc1 (configuration not stated)
-0.6%	-28.2%	x	2.6%	-3.9%	1.9%	-0.8%	-10.6%	-0.2%	CCCCNC(=O)NNC(=O)c1ccco1
-0.4%	-14.4%	-31.3%[20 µM]	-2.2%	4.5%	12.2%	1.1%	-6.0%	-0.1%	Cc1cccc2sc(NC(=O)C3CC3)nc12
-0.3%	0.6%	14.8%	12.1%	-2.4%	15.3%	-1.4%	-8.1%	0.4%	CCN1C(=O)c2ccccc2Sc2ccc(C(=O)NC(C)C)cc21
0.6%	-40.7%	10.4%[20 µM]	13.7%	-1.8%	-1.1%	-1.5%	-4.0%	-0.3%	Cc1ccc([N+](=O)[O-])cc1S(=O)(=O)N1CCC(C)CC1
-1.5%	-2.4%	-14.4%	-5.4%	0.9%	-2.9%	168.4%	9.2%	-0.1%	Cn1c(=O)oc2cc(S(=O)(=O)NC(Cc3ccccc3)C(=O)N3CCCCC3)ccc21 (configuration not stated)
1.6%	-33.5%	-10.0%	-4.5%	-0.8%	0.4%	1.2%	-19.8%	-0.1%	O=C(COc1ccccc1[N+](=O)[O-])N(Cc1ccccc1)c1ccccn1
-7.4%	-9.8%	-16.7%	-8.6%	-4.3%	3.0%	-1.7%	-1.3%	0.0%	CCCN1CCC(NC(=O)Nc2ccc(OC)c(OC)c2)CC1
-0.7%	-42.1%	-41.6%	19.0%	2.5%	8.2%	3.0%	12.2%	0.4%	Cc1cccc(C)c1NC(=S)N1CCCCCC1
-0.1%	-14.1%	-19.5%	-1.0%	x	0.0%	-0.6%	-2.1%	-0.1%	c1cncc(-c2nnc3sc(C4CCCCC4)nn23)c1
1.9%	x	13.4%	22.6%	0.1%	8.4%	-2.7%	2.2%	6.4%	CCOC(=O)c1c(NC(=O)c2nn(CC)cc2Br)c(C#N)nn1-c1ccccc1
8.3%	-9.1%	-19.6%[20 µM]	6.3%	x	10.6%	0.6%	11.1%	-0.1%	CCOC(=O)N1CCN(C(=O)C2CCN(S(=O)(=O)c3ccc(OC)cc3)CC2)CC1

Next part (two carried over from the part before).
SIAH1 antagonists	NOD1 inhibition	KOR beta-arrestin-1	AID2073	KOR beta-arrestin-2	GPR55 LPI antagonism	HIV peptide binding	GPR35 antagonists	GPR55 activation	structure
1.9%	x	13.4%	22.6%	0.1%	8.4%	-2.7%	2.2%	6.4%	CCOC(=O)c1c(NC(=O)c2nn(CC)cc2Br)c(C#N)nn1-c1ccccc1
8.3%	-9.1%	-19.6%[20 µM]	6.3%	x	10.6%	0.6%	11.1%	-0.1%	CCOC(=O)N1CCN(C(=O)C2CCN(S(=O)(=O)c3ccc(OC)cc3)CC2)CC1
2.5%	-3.7%	-0.3%	5.4%	x	-7.3%	-0.7%	4.3%	0.0%	COCCN(C(=S)Nc1c(C)cccc1C)C(C)c1ccco1 (configuration not stated)
1.9%	-12.7%	-29.7%	5.8%	3.6%	-2.4%	0.5%	-10.1%	-0.2%	O=C(NCCCn1cccn1)C1CCC(=O)N(Cc2ccccc2F)C1 (configuration not stated)
1.9%	-24.7%	-21.5%[20 µM]	3.9%	-6.4%	9.5%	1.3%	-2.8%	0.5%	O=C(NC12CC3CC(CC(C3)C1)C2)c1ccccc1
31.7%	1.7%	-4.4%	-6.3%	-0.5%	-9.2%	4.9%	14.9%	-0.1%	CCn1cc(C(=O)O)c(=O)c2cc(F)c(N3CCN(C(=S)NC(=O)c4ccccc4F)CC3)cc21
-11.5%	12.6%	-26.3%[20 µM]	-1.3%	-0.4%	9.6%	-3.6%	0.6%	-0.1%	CC(C(=O)Nc1ccc2c(c1)OCO2)c1ccc([N+](=O)[O-])cc1 (configuration not stated)
0.1%	0.9%	-13.3%[20 µM]	-17.1%	-0.6%	-16.2%	-0.9%	0.8%	-0.1%	O=C(NCCN1CCN(c2ccccc2)CC1)Nc1cccc(Cl)c1
-0.2%	-10.3%	-0.6%	-1.6%	10.5%	1.4%	-0.2%	12.6%	0.0%	COc1ccc(N(CC(=O)Nc2ccc(S(=O)(=O)N3CCOCC3)cc2)S(=O)(=O)c2ccccc2)cc1
3.1%	11.2%	-8.4%	-0.6%	1.4%	3.9%	1.1%	-6.2%	-0.1%	CCC(=O)N1CCN=C1SCc1cccc(F)c1
0.7%	1.1%	-23.1%	4.8%	3.8%	27.8%	0.8%	-4.1%	0.2%	CC(C)c1ccc(/C=C(\NC(=O)c2ccccc2)C(=O)NCCCN2CCOCC2)cc1
16.1%	-10.1%	9.1%	12.4%	6.5%	12.1%	-1.7%	3.6%	0.7%	CCCCCCn1c(CN2CCC(C)CC2)nc2c1c(=O)n(C)c(=O)n2C
-3.0%	-28.3%	-10.5%	6.5%	0.6%	6.8%	-2.2%	-4.8%	0.3%	CC1CCCCN1CC(=O)c1c(N)n(Cc2ccccc2)c(=O)n(C)c1=O (configuration not stated)
6.5%	6.3%	7.4%	14.1%	-0.1%	15.9%	-2.0%	20.9%	-0.2%	O=C(O)COc1ccccc1Cc1ccccc1
3.9%	-9.8%	1.4%	16.2%	-1.5%	9.6%	0.4%	-1.1%	0.3%	COc1ccc(NC(=O)CSc2nc3ncccc3[nH]2)cc1OC
3.1%	-33.6%	-18.6%	17.2%	-5.2%	-1.6%	-0.2%	-1.2%	0.4%	Cc1ccc(/C=C/C(=O)CCC(=O)O)cc1
-0.3%	-0.4%	14.3%	-8.8%	1.2%	0.7%	-0.9%	0.1%	-0.3%	O=C(O)CCC(=O)Nc1ccc(Br)cc1C(=O)c1ccccc1
2.0%	-0.8%	5.2%	-8.7%	1.5%	-1.0%	1.3%	-2.8%	-0.1%	CCC(=O)NC(c1ccccc1)c1c(O)ccc2ccccc12 (configuration not stated)
-2.1%	-0.4%	7.1%[20 µM]	2.6%	-5.5%	-6.8%	0.1%	-11.9%	-0.1%	Cc1cc(Nc2cccc([N+](=O)[O-])c2)c2ccccc2n1
2.9%	-6.9%	-1.5%	7.8%	x	17.0%	-1.6%	11.0%	0.3%	CCOc1ccc(N2C(=O)CC(SCc3nc4ccccc4[nH]3)C2=O)cc1 (configuration not stated)
5.4%	-37.5%	18.0%	6.4%	-3.7%	10.8%	-1.0%	-11.5%	0.1%	CC1=NNC(=O)C1CCC(=O)N/N=C(\C)c1ccccc1 (configuration not stated)
-5.8%	12.5%	-32.9%	6.0%	8.5%	-3.4%	0.9%	-6.6%	0.1%	Cc1onc(-c2c(Cl)cccc2Cl)c1C(=O)c1c[nH]c(C(=O)NCC2CCCO2)c1 (configuration not stated)
-1.7%	3.4%	-25.8%	-3.4%	-5.3%	-0.4%	-0.9%	-11.7%	0.3%	CCCC(=NCc1ccccc1)C1=C(O)C(C(=O)OC)C(C)(C)CC1=O (configuration not stated)
5.5%	-15.4%	-50.9%	23.6%	-3.1%	3.9%	13.2%	-1.9%	14.8%	CC1=CC2=NC(=O)/C(=C\c3ccc(-c4ccc(Cl)cc4)o3)C(=N)N2O1
1.2%	-7.9%	-6.6%	14.7%	-1.0%	10.9%	0.3%	7.3%	-0.5%	COc1ccc(-c2nc3n(c(=O)c2C#N)CCS3)cc1
-1.4%	-11.9%	18.3%	-15.5%	6.2%	0.4%	-0.9%	10.5%	0.2%	O=C(CCC(=O)N1CCN(c2ccccc2)CC1)Nc1nnc(C2CCCCC2)s1
-4.2%	-26.9%	-9.9%[20 µM]	3.6%	x	-1.5%	1.0%	8.8%	0.4%	COc1ccc(-c2nn(-c3ccccc3)cc2CNCc2cccnc2)c(F)c1
-1.9%	46.8%	-22.1%	14.6%	6.8%	-4.5%	0.1%	-8.5%	-0.2%	Cc1ccccc1OCC(=O)Nc1cccc(Cl)c1C
1.7%	-17.9%	12.8%	-3.5%	1.7%	2.5%	0.6%	8.6%	-0.2%	CCC12CN3CC(CC)(CN(C1)C3c1ccc(OC(C)C)cc1)C2=O (configuration not stated)
